Bioassay records: PubChem, NCI
All columns: NCI-60 one-dose screen, growth in % after 48 h at 10 µM unless noted; 100 = growth as untreated, 0 = no growth, -100 = all killed.
SNB-75: SNB-75 CNS cancer. 79,000 tested, 5% active. AID 1794750
SF-539: SF-539 CNS cancer. 81,000 tested, 6.8% active. AID 1794752
SF-268: SF-268 CNS cancer cells; 82,000 tested, 3.1% active; AID 1794759
HCC-2998: HCC-2998 colon cancer; 79,000 tested, 4.7% active; AID 1794799
SF-295: SF-295 CNS cancer cells. 79,000 tested, 5.6% active
HT29: HT29 colon cancer. AID 1794748. 81,000 tested, 7.4% active
SNB-19: SNB-19 CNS cancer cells; 81,000 tested, 2.5% active; AID 1794751
KM12: KM12 colon cancer cells | 82,000 tested, 5% active | AID 1794800
SW-620: SW-620 colon cancer; 82,000 tested, 5.2% active
* hit, by the source's call; · = no result given; & = joins results of further samples. The calls were made as follows: active = growth percent below 10; inactive = the rest.

SMILES	SNB-75	SF-539	SF-268	HCC-2998	SF-295	HT29	SNB-19	KM12	SW-620
O=C(N/N=C/c1ccc2c(c1)CCC2)c1ccccc1[N+](=O)[O-]	92	85	94	82	·	88	94	70	80
O=C1OC(c2ccccc2)(c2ccc(O)cc2)c2ccccc21 (configuration not stated)	93	106	96	·	104	114	111	112	107
O=C(Nc1ccc(Cc2ccc(NC(=O)Nc3cccnc3)cc2)cc1)Nc1cccnc1	24	86	78	95	77	94	96	78	105
NC(=O)c1c(NC(=S)Nc2ccc(OC(F)(F)F)cc2)sc2c1CCC1(C2)OCCO1	·	99	103	102	93	96	97	95	93
Nc1nc(SC/C=C/CCl)c2[nH]cnc2n1	101&108	97&114	107&104	103&101	112&97	95&108	102&107	111&107	106&105
COc1ccc(-c2ccc(-c3ccc(C(=N)N)cc3)s2)cc1OC	·	88	94	108	98	32	100	97	99
COc1ccccc1-c1ccc2c(N)c(C(=O)c3ccc4c(c3)OCO4)sc2n1	85	·	84	71	64	47	82	54	42
C[C@]1(CCC(=O)O)C(=O)CC[C@@H]2[C@@H]1CC[C@@]1(C)[C@H]2CC[C@]1(C)O	108	97	115	110	125	109	107	115	106
Cc1cc(NS(=O)(=O)c2ccc(N3C(=O)/C(=C/c4coc5ccccc5c4=O)N=C3c3ccccc3)cc2)no1	83	96	102	·	103	106	96	105	99
c1ccc(CCn2cccc2)nc1	95	106	97	97	114	114	105	103	117
CCc1c(OC)cc(OC)c(OC)c1O	94	99	105	112	90	100	109	108	110
N#C/C(=C\c1ccc(Cl)s1)c1cc2ccccc2[nH]1	44	96	85	92	92	101	99	88	92
N#Cc1cnn(C(=O)c2nn(-c3ccc(Cl)cc3)cc2O)c1N	32	13	30	12	-26*	29	32	19	38
CCOc1cc2c(c(O)c1OCC)C(=O)N[C@@H]1[C@@H](O)[C@@H](O)[C@H](O)C[C@@H]21	93	102	96	101	99	100	96	106	112
O=C(O)c1cc(O)c(O)c(Cl)c1	81	112	104	99	111	103	113	100	102
CS(=O)(=O)c1ccc(/C=C\C(=O)O)cc1	80	92	94	110	103	104	102	94	81
COC(=O)Cc1cc(O)cc2oc(-c3cc(OC)cc(OC)c3)cc(=O)c12	96	95	105	110	·	116	103	105	112
Nn1c(NN=Cc2cc(-c3ccccc3)cs2)n[nH]c1=S	39	104	98	124	93	116	94	100	103
Cc1cc(Cl)nc(Cl)c1C#N	102	109	115	103	107	120	109	107	99
CP(C)(=O)O[C@@H]1C(=O)N(c2cc3c4ccccc4ccc3c3ccccc23)[C@H]1c1ccc(F)cn1	96	95	81	89	76	75	88	79	96
Cc1nnc2c3nnc(-c4ccccc4C(=O)O)n3c3ccccc3n12	92	105	122	104	97	103	96	115	100
CCC(C)(C)c1ccc(OCCCCN2CCN(c3ccncc3)CC2)cc1	70	-36*	67	-5.5*	-36*	6.6*	·	37	2.9*
COc1ccc(C2=Nc3c(N)nc(N)nc3NC(c3ccc(Oc4nc(NCCO)nc(N5CCOCC5)n4)c(OC)c3)C2)cc1 (configuration not stated)	89	97	89	119	108	116	96	102	110
COc1ccc(/C(C)=C(\c2ccc(OCCN3CCCCCC3)cc2)c2ccc(OC(=O)c3ccccc3)cc2)cc1	83	45	44	77	21	-3.6*	63	38	45
O=C1c2ccccc2C(=O)N1/N=C/c1ccccc1Cl	97	104	111	103	92	107	114	112	105

Full records, quoted from the list. Values in the order: SNB-75 | SF-539 | SF-268 | HCC-2998 | SF-295 | HT29 | SNB-19 | KM12 | SW-620
Nc1nc(SC/C=C/CCl)c2[nH]cnc2n1 reads 101&108 | 97&114 | 107&104 | 103&101 | 112&97 | 95&108 | 102&107 | 111&107 | 106&105
COc1ccc(-c2ccc(-c3ccc(C(=N)N)cc3)s2)cc1OC reads · | 88 | 94 | 108 | 98 | 32 | 100 | 97 | 99

(list continues)
SMILES	SNB-75	SF-539	SF-268	HCC-2998	SF-295	HT29	SNB-19	KM12	SW-620
N#C/C(=C\c1cccc(C#N)c1)C(=O)c1ccccc1	·	116	100	106	107	116	102	109	102
COC(=O)/C(Br)=C/c1c[nH]c2ccc(Br)cc12	90	95	98	102	64	95	89	92	94
Clc1ccc2c(c1)N(CCCN1CCCC1)c1ccccc1S2	75	15	30	32	55	21	58	45	26
C#Cc1ccc(-n2c(/C=C/c3ccc(OC)c(F)c3)nc3ncccc3c2=O)cc1	58	105	92	111	106	121	92	·	109
CC(=O)Nc1cccc(Nc2nc(N[C@H](C)c3ccccc3)c3ccccc3n2)c1	31	74	63	89	42	41	74	56	61
CCCCCCCc1nc2c(c(=O)n(C)c(=O)n2C)n1C	104	103	102	98	89	92	94	105	102
COc1cc(-c2cn(-c3ccc(/C=C/C(=O)c4cc(-c5cccc(Cl)c5)ccc4O)cc3)nn2)cc(OC)c1OC	·	108	110	102	114	90	105	103	93
CN(C)c1ccc(C(=O)Nc2nccs2)cc1	97	100	97	122	94	98	98	90	101
C=CCn1c(SCC(=O)Nc2ccccc2)nnc1-c1ccc(Cl)cc1	97	98	95	98	99	105	93	99	96
NS(=O)(=O)c1ccc(Nc2nc(N/N=C/C=C/c3ccccc3)nc(Nc3ccccc3)n2)cc1	43	39	46	38	44	35	48	55	51
COc1ccc(/C=N/N=C2/C(=O)Nc3ccc(OC)cc32)c(OC)c1	106	112	114	120	103	114	106	98	106
COc1cccc(-c2nc3sccn3c2-c2ccnc(NCCNS(=O)(=O)c3ccc(F)cc3)c2)c1	23	55	35	50	14	24	50	22	43
CCCCCCCCCCCCSC(=N)N	8.5*	75	68	-81*	·	-64*	69	-21*	-62*
C=C(C)[C@@H]1CC[C@]2(C(=O)OC)CC[C@]3(C)[C@H](CC[C@@H]4[C@@]5(C)C/C(=C/c6ccc(Cl)cc6)C(=O)C(C)(C)[C@@H]5CC[C@]43C)[C@@H]12	82	101	98	96	99	105	92	100	101
O=CNc1ccc(S(=O)(=O)c2ccc([N+](=O)[O-])cc2)cc1	88	101	86	99	103	89	95	87	98
COc1ccc(-c2cc(C(=O)N3CCN(C(=O)c4ccccc4NCc4cccs4)CC3)nc3cc(-c4ccccc4)nn23)cc1	82	111	98	116	118	94	88	96	100
Nc1cccc2ccc(O)cc12	81&84	93&95	96&97	112&96	104&102	107&98	105&99	101&100	103&96
O=C(NNC(=S)Nc1ccccc1)c1ccccn1	67	31	37	41	42	57	52	32	42
COc1cc(CNC(=O)C23CCC(C)(C)CC2C2=CCC4[C@@]5(C)CC[C@H](OC(C)=O)C(C)(C)C5CC[C@@]4(C)[C@]2(C)CC3)ccc1O (some centres not stated)	63	61	66	85	97	84	80	77	·
O=[N+]([O-])c1ccc(Cl)c(C(F)(F)F)c1	·	107	105	92	109	84	115	99	91
CCOC(=O)NCC1(c2ccccc2)CCN(Cc2ccccc2)CC1	100	113	101	132	104	87	107	108	96
COC(=O)CC[C@@H](C)[C@H]1CC[C@H]2C3CC[C@@H]4C[C@@H]5CC[C@]4(C)[C@@]3(O5)[C@H](Br)[C@@H](Br)[C@]12C (some centres not stated)	84	103	91	95	99	82	106	100	102
CC1=NN(c2nc(-c3ccccc3)c(C#N)c(=O)n2C)C(=O)C1	85	100	101	78	116	91	103	105	100
CC12CCC(=O)C=C1CCC1C2C(O)CC2(C)C1CCC2(O)C(=O)CSc1ncnc2nc[nH]c12 (configuration not stated)	86	91	100	92	100	104	97	107	105
C=C1C(=O)O[C@H]2[C@H]1CC/C(COC(=O)CCCCCC(=O)OC/C1=C/CC[C@@]3(C)O[C@H]3[C@H]3OC(=O)C(=C)[C@@H]3CC1)=C\CC[C@@]1(C)O[C@@H]21	46	4.0*	44	84	85	3.4*	62	63	8.0*

New compounds follow:
SMILES	SNB-75	SF-539	SF-268	HCC-2998	SF-295	HT29	SNB-19	KM12	SW-620
CCCCCCCCSc1nnc(-c2c(C)nc3ccc(Br)cn23)o1	106	103	106	116	91	98	101	102	100
CN(C)c1ccc(C(=O)CCCCCCC(=O)c2ccc(N(C)C)cc2)cc1	103	103	103	95	100	90	100	105	99
Cc1ccc(-c2nn(-c3ccccc3)cc2/C=C/C(=O)NNC(=O)c2ccc(Cl)cc2Cl)cc1	93	45	76	101	101	101	83	87	103
Cc1ccc(-n2nc3n(/c2=N\C(=O)NS(=O)(=O)c2ccc(C)cc2)CCN3C2=NCCN2)cc1	86	95	103	97	102	107	99	105	104
O=[N+]([O-])c1cc(Cl)cc(Cl)c1OC1C=CCC1 (configuration not stated)	80	95	98	103	116	99	112	111	102
CN(C)c1ccc(/C=C(\C#N)c2nc3ccccc3n2C)cc1	7.6*	12	53	61	13	14	69	26	·
O=C1NC(=O)c2c1c1c3ccccc3[nH]c1c1oc3ccc(F)cc3c21	41	64	80	66	71	82	89	46	65
Oc1cccc(-c2nc(-c3nn(CN4CCOCC4)c(=S)o3)cc3c2[nH]c2ccccc23)c1	89	96	105	113	100	96	106	96	100
CNC(=O)c1cccc(Cn2nc(C)c(NC(=O)c3ccc(COc4ccc(C(F)(F)F)cc4C)cc3)c2C)n1	81	72	61	62	26	42	48	65	82
COc1ccc(/C(CSc2nnc(-c3cnccn3)n2-c2ccccc2)=N/O)cc1	99	94	100	102	97	100	98	84	99
O=C1NC(=Nc2ccc(Cl)cc2)/C(=C/N2N=C(c3ccc(Cl)cc3)CC2c2ccc(F)cc2)S1 (configuration not stated)	75	95	94	100	88	89	84	97	100
CC(C)(C)COC(=O)c1ccccc1	91	98	101	106	123	106	108	107	109
COc1ccccc1CNCCCN1C(=O)c2ccc3c4c(ccc(c24)C1=O)C(=O)N(CCCNCCCCNCCCN)C3=O	-80*	-56*	1.6*	-39*	1.5*	·	-31*	-19*	-36*
Cc1ccc(O)c(C(C)c2ccccc2)c1 (configuration not stated)	99	108	98	105	103	110	104	105	105
CC(C)(C)c1ccc(OCCCl)c(Cl)c1	89	102	106	·	105	107	97	113	101
Cc1ccc(S(=O)(=O)C/C(=N\NC(=O)c2ccc(S(N)(=O)=O)cc2)c2cc3cc(Br)ccc3o2)cc1	51	101	105	107	101	108	98	104	104
O=[N+]([O-])c1ccc(N/N=C\c2cc(Cl)ccc2O)nc1	70	30	33	42	30	51	45	29	32
FC(F)(F)c1ccc(-c2ncc(-c3ccc(C(F)(F)F)cc3)c(N3CCC4(CC3)OCCO4)n2)cc1	95	94	109	98	98	85	113	93	99
Cc1nnc2c(N3NC(=O)CC3=O)nc3ccccc3n12	88	95	105	100	94	100	102	106	96
CCn1c(-c2cncc(CO)c2)nnc1N1CC(C)OC(C)(C)C1 (configuration not stated)	·	98	97	107	98	105	97	103	102
c1ccc(Nc2ccc(Nc3nc(-c4ccccc4)nc4ccccc34)cc2)cc1	·	86	94	89	56	30	100	36	76
O=C(NC1CCCCC1)OCc1c(COC(=O)NC2CCCCC2)c(-c2ccc(Cl)c(Cl)c2)n2c1CCC2	16	20	29	31	25	27	44	56	33
NC(CSC(c1ccccc1)(c1ccccc1)c1ccccc1)C(=O)NCC(=O)O (configuration not stated)	76	21	67	28	·	101	86	77	42
Cc1ccc(Nc2nnc(-c3ccco3)o2)cc1	101	96	107	108	99	100	102	106	106
N#CCC(=O)Nc1ccccc1	93	97	98	100	107	105	109	105	111

Part of the list above, set out differently.
mol | SNB-75 | SF-539 | SF-268 | HCC-2998 | SF-295 | HT29 | SNB-19 | KM12 | SW-620
COc1ccc(-c2ccc(-c3ccc(C(=N)N)cc3)s2)cc1OC | · | 88 | 94 | 108 | 98 | 32 | 100 | 97 | 99
COc1ccccc1-c1ccc2c(N)c(C(=O)c3ccc4c(c3)OCO4)sc2n1 | 85 | · | 84 | 71 | 64 | 47 | 82 | 54 | 42
C[C@]1(CCC(=O)O)C(=O)CC[C@@H]2[C@@H]1CC[C@@]1(C)[C@H]2CC[C@]1(C)O | 108 | 97 | 115 | 110 | 125 | 109 | 107 | 115 | 106
Cc1cc(NS(=O)(=O)c2ccc(N3C(=O)/C(=C/c4coc5ccccc5c4=O)N=C3c3ccccc3)cc2)no1 | 83 | 96 | 102 | · | 103 | 106 | 96 | 105 | 99
c1ccc(CCn2cccc2)nc1 | 95 | 106 | 97 | 97 | 114 | 114 | 105 | 103 | 117
CCc1c(OC)cc(OC)c(OC)c1O | 94 | 99 | 105 | 112 | 90 | 100 | 109 | 108 | 110
N#C/C(=C\c1ccc(Cl)s1)c1cc2ccccc2[nH]1 | 44 | 96 | 85 | 92 | 92 | 101 | 99 | 88 | 92

New compounds follow.
SMILES	SNB-75	SF-539	SF-268	HCC-2998	SF-295	HT29	SNB-19	KM12	SW-620
N#C/C(=C\c1ccc(-c2ccc(Cl)cc2)o1)c1nc(-c2ccco2)cs1	86	95	101	46	93	102	93	67	98
O=C(O)c1ccc(/C=N/NC(=O)c2cccc3ccccc23)cc1	90	102	101	111	101	108	106	108	104
COc1ccc(-c2c3c(cn2Cc2cc(OC)c(OC)c(OC)c2)-c2oncc2CCC3)cc1	103	94	99	102	98	107	97	102	100
N=C(N)SCc1ccc(Cl)cc1	76	92	98	101	56	76	107	103	90
CCOCCC(CC)C(=O)O (configuration not stated)	90	97	105	·	106	110	109	119	113
CSc1nn(-c2ccccc2)c2ncnc(NCc3ccccc3)c12	70	98	98	117	94	97	101	·	101
COC(=O)c1c(-c2ccccc2)csc1NC(=O)c1c(-c2ccccc2)noc1C	48	33	37	64	44	7.1*	44	28	19
CC(C)c1nc2c([nH]1)c(=O)n(C)c(=O)n2C	87	94	104	120	107	103	·	108	100
CC1C=NNC1=O (configuration not stated)	90	95	104	107	87	107	96	109	112
Nc1c(C(=O)Nc2cccc(Cl)c2Cl)sc2nc3c(cc12)C(=O)CCC3	55	105	103	78	36	85	70	67	64
CN/C(=C\[N+](=O)[O-])NCCSCc1ccc(CN(C)C)o1	91	101	104	105	97	104	100	106	99
COc1ccc(OC)c(/C=C/C(=O)CC(=O)/C=C/c2cc(OC)ccc2OC)c1	94	105	101	119	95	111	97	104	110
O=C1C(Cl)=C(Cl)C(Cl)(Cl)C(Cl)C1(Cl)Cl (configuration not stated)	89	96	108	106	95	100	108	109	105
CN(C)CCOC(=O)Nc1ccccc1Cl	·	110	112	111	114	110	104	112	109

Not a hit list; 11% or so of the library scored in one or more.
